High-throughput results as filed in PubChem BioAssay.
CCHF vOTU inh: CCHFV vOTU protease inhibition | inhibition, % at 11.5 µM | Pep-AMC fluorescence | hit rate 0.55% among 370,000; in the data active = inhibition above about 30%; also: 0% = vehicle wells with enzyme and 100% = no enzyme wells
TcdB GH inh: TcdB glycohydrolase inhibition; P18177; TcdB glycohydrolase enzymatic assay, plate reader; inhibition, % at 9.99 µM; hit rate 0.24% among 350,000; AID 652162; in the data active = inhibition above about 10%
3CLpro inhibitor: SARS-CoV 3CLpro protease inhibition | P0C6X7 | recombinant SARS-CoV 3CLpro, quenched FRET peptide cleavage | inhibition, % at 6 µM | hit rate 0.14% among 290,000 | AID 1706; in the data active = inhibition above about 12%
SSB-PriA inh: inhibitors of Klebsiella pneumoniae PriA binding to SSB C-terminal tail | AlphaScreen SSBct-PriA binding, biotinylated peptide | inhibition, % at 33 µM | hit rate 0.6% among 430,000; in the data active = inhibition mostly above about 37%, no sharp cut-off; inactive = mostly below about 20%;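 also: plate controls were negative control peptide for no effect and reference peptide for full effect; strong numbers were not always called active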
Anthrax LF inh2: blocks Bacillus anthracis lethal factor protease. P15917. multiplex microsphere protease cleavage assay, LF. inhibition, % at 10 µM. hit rate 0.12% among 360,000; also: plate controls were buffer without enzyme for full effect and enzyme alone for no effect
Target sequence (P15917 whole entry, looked up): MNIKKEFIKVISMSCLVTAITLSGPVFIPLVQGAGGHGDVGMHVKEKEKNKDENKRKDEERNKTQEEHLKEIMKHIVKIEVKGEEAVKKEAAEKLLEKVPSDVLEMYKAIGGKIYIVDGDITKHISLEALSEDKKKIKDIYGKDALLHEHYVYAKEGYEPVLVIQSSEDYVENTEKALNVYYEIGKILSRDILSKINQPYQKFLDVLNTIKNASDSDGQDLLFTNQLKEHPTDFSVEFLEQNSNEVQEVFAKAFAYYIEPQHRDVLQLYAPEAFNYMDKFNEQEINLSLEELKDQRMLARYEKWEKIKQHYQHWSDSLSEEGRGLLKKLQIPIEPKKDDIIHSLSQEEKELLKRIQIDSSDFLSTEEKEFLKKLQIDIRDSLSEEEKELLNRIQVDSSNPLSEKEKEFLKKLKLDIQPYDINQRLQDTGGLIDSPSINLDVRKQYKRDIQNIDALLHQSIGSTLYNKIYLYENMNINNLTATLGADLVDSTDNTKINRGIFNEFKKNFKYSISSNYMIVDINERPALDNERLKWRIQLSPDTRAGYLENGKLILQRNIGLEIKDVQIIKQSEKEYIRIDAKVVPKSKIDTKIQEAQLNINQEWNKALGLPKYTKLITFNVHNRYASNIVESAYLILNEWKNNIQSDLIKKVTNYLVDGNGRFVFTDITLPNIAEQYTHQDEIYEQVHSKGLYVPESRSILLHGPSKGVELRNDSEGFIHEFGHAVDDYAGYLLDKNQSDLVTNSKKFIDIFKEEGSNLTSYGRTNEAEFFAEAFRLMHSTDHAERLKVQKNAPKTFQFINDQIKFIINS
VHR inh abs: DUSP3 (human) phosphatase inhibition; P51452; recombinant VHR phosphatase, pNPP absorbance; inhibition, % at 13.3 µM; hit rate 0.52% among 290,000; AID 1654; in the data active = inhibition above about 50%; also: some compounds called inactive have numbers as strong as hits
Target sequence (P51452 whole entry, looked up): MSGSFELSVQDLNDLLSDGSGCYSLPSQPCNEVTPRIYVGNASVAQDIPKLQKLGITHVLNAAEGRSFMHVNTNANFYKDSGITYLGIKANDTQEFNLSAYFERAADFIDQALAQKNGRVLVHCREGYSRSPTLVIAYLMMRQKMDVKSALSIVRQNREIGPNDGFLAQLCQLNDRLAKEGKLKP
BH1578 lux ind: induces V. cholerae light production without autoinducers; V. cholerae BH1578 lux reporter, luminescence, 6 h; activation, % at 18.7 µM; hit rate 0.16% among 350,000; in the data active = activation mostly above about 9.7%, no sharp cut-off; also: not every result past the cut was called active; inactives centre near 0; reference of the scale not given here
BoNT-A LC inh2: inhibitors of Botulinum neurotoxin A light chain protease. AID 588499. multiplex microsphere protease substrate cleavage, flow cytometry. inhibition, % at 10 µM. hit rate 0.17% among 360,000; also: plate controls were buffer without enzyme for full effect and enzyme alone for no effect
PfHsp40 yeast: restores yeast growth despite PfHsp40 toxicity | hit rate 0.68% among 340,000 | S. cerevisiae expressing PfHsp40, growth rescue, ATP luminescence | growth rescue, % at 12.5 µM | AID 504582; in the data active = growth rescue above about 28%, passing the limit was not always enough;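 also: yeast W303a lacking pdr1 and pdr3 grown in galactose medium; growth measured after three days at 30 °C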
Yp Topo-I inh: inhibitors of Yersinia pestis topoisomerase I. hit rate 0.064% among 360,000. activity, % at 10 µM. Y. pestis Topo-I cleavage product accumulation, plate reader. AID 504884; in the data active = activity above about 50%, passing the limit was not always enough; also: inactives centre near 2
An asterisk follows results filed as active; i = inactive; nt = no result given; & = joins results of further samples. Rule as the data show it, unless noted: active = inhibition above about 30%; inconclusive = no clear call, values can overlap the other calls; inactive = below that. Not all compounds are listed; rates above refer to the full screens.

SMILES	CCHF vOTU inh	TcdB GH inh	3CLpro inhibitor	SSB-PriA inh	Anthrax LF inh2	VHR inh abs	BH1578 lux ind	BoNT-A LC inh2	PfHsp40 yeast	Yp Topo-I inh
CCCCNC(=O)C1(C)CCN1C(=O)c1cc2ccccc2s1 (stereo not drawn)	3	-0.3	nt	nt	-4	nt	-0.4	0.2	nt	6
C=CCOc1ccc(Br)cc1/C=C1\NC(=S)N(C(C)=O)C1=O	18	0.4	5	8	-3	6	-0.6	-1.3	-0.2	2
Nc1c(C(=O)OCC2CCCO2)c2nc3ccccc3nc2n1Cc1cccs1 (stereo not drawn)	-136	nt	-6	-8&-30	-1	-6	0.1	4.2	1.8	3
O=C(Nc1ccc(S(=O)(=O)N2CCCC2)cc1)N1c2ccccc2Sc2ccccc21	-5	1.3	1	6	-4	21	-2.0	0.1	3.1	12
CCCCN(C(=O)c1ccc2c(c1)OCO2)c1c(N)n(CC(C)C)c(=O)[nH]c1=O	6	1.5	nt	-2	-3	nt	i	-3.7	-0.9	5
Cc1nc2ccccc2n1CC(=O)N1CC(=O)Nc2ccccc21	-10	nt	4	-17	3	7	i	1.6	0.8	6
COc1ccc(NC(=O)c2cccc(NC(=O)C3C4CC5OC(=O)C3C5C4)c2)c(OC)c1 (stereo not drawn)	4	nt	4	-11	-3	6	-0.5	-1.0	-1.4	5
CCCCC(=O)Nc1nc(C)c(-c2csc(Nc3cc(Cl)ccc3OC)n2)s1	8	0.9	6	11	-4	-1	i	-0.5	0.0	-15
COc1ccccc1N1CCN(CC(=O)Nc2ccccc2C(=O)NCCc2ccccc2)CC1	-2	0.2	nt	-8	-6	nt	i	-0.8	2.1	15
CCC(=O)N(CCC(c1ccco1)c1ccccc1OC)Cc1cccs1 (stereo not drawn)	5	nt	2	-1	-1	2	i	0.5	0.2	19
CN1CCN(c2nc3c(c(=O)[nH]c(=O)n3C)n2CCSc2nnnn2-c2ccccc2)CC1	12	0.7	-2	-14	-30	27	-0.1	-46	-2.6	0
Cc1cccc(N2CCN(C(=O)CCNS(=O)(=O)c3ccc4c(c3)CCC(=O)N4)CC2)c1C	-1	nt	1	3	-4	-10	-0.7	-0.3	-1.0	12
CCOC(=O)c1sc(NC(=O)COC(=O)Cn2cnc3ccccc32)c(C(=O)OCC)c1C	13	nt	3	-13	-3	4	-0.3	0.0	-0.4	3
O=C(CCCN1C(=O)c2cccnc2C1=O)Nc1ccccc1F	2	0.7	2	-19	0	10	-0.7	-0.2	0.2	9
CC1(C(=O)Nc2ccccc2Br)CCN1C(=O)Cc1ccc(Cl)cc1Cl (stereo not drawn)	-5	-1.3	nt	nt	-4	nt	-0.3	0.2	nt	45
O=C(OCn1ncc(Cl)c(Cl)c1=O)c1ccccc1Cl	0	nt	0	1	-1	29	i	-0.3	1.6	11
O=C(NC(NC(=S)Nc1ccccc1)C(Cl)(Cl)Cl)c1cccc(Cl)c1 (stereo not drawn)	11	nt	10	-1	-4	4	i	-0.2	-0.4	1
O=C(/C=C/c1ccc(S(=O)(=O)NCc2ccco2)cc1)N1CCN(c2ccccc2)CC1	-1	-1.3	1	7	-1	45	i	-0.8	-0.2	27
O=C(O)c1ccc(N/N=C/c2ccc3c(c2)OCO3)cc1	1	-1.4	4	nt	-8	2	0.5	-0.7	-1.0	-2
C=CCOc1cccc(C2C(C(=O)c3ccc(C)o3)=C(O)C(=O)N2CCN(C)C)c1 (stereo not drawn)	10	nt	-3	-12	-4	21	i	0.5	-0.3	-7
Cc1cc(OCc2cc(C(=O)NC(C)c3c(C)nn(C)c3C)no2)cc(C)c1Cl (stereo not drawn)	17	-1.1	0	-20	0	9	-0.4	1.2	3.0	13
Oc1ccc(Cl)cc1CNCC1CCCCC1	-6	1.3	nt	nt	-4	nt	-2.8	-0.2	0.1	-7
CCCC(=O)Nc1nn(CCC)c2nc3ccccc3cc12	0	nt	0	-30	-3	3	i	-1.3	2.0	2
Cc1ccc(NC(=O)Cn2cnc3cc([N+](=O)[O-])ccc3c2=O)c(Cl)c1	-2	0.1	0	-6	-2	-2	-2.2	-1.2	-1.2	2

11 consecutive records from above, quoted:
SMILES	CCHF vOTU inh	TcdB GH inh	3CLpro inhibitor	SSB-PriA inh	Anthrax LF inh2	VHR inh abs	BH1578 lux ind	BoNT-A LC inh2	PfHsp40 yeast	Yp Topo-I inh
CCCCNC(=O)C1(C)CCN1C(=O)c1cc2ccccc2s1 (stereo not drawn)	3	-0.3	nt	nt	-4	nt	-0.4	0.2	nt	6
C=CCOc1ccc(Br)cc1/C=C1\NC(=S)N(C(C)=O)C1=O	18	0.4	5	8	-3	6	-0.6	-1.3	-0.2	2
Nc1c(C(=O)OCC2CCCO2)c2nc3ccccc3nc2n1Cc1cccs1 (stereo not drawn)	-136	nt	-6	-8&-30	-1	-6	0.1	4.2	1.8	3
O=C(Nc1ccc(S(=O)(=O)N2CCCC2)cc1)N1c2ccccc2Sc2ccccc21	-5	1.3	1	6	-4	21	-2.0	0.1	3.1	12
CCCCN(C(=O)c1ccc2c(c1)OCO2)c1c(N)n(CC(C)C)c(=O)[nH]c1=O	6	1.5	nt	-2	-3	nt	i	-3.7	-0.9	5
Cc1nc2ccccc2n1CC(=O)N1CC(=O)Nc2ccccc21	-10	nt	4	-17	3	7	i	1.6	0.8	6
COc1ccc(NC(=O)c2cccc(NC(=O)C3C4CC5OC(=O)C3C5C4)c2)c(OC)c1 (stereo not drawn)	4	nt	4	-11	-3	6	-0.5	-1.0	-1.4	5
CCCCC(=O)Nc1nc(C)c(-c2csc(Nc3cc(Cl)ccc3OC)n2)s1	8	0.9	6	11	-4	-1	i	-0.5	0.0	-15
COc1ccccc1N1CCN(CC(=O)Nc2ccccc2C(=O)NCCc2ccccc2)CC1	-2	0.2	nt	-8	-6	nt	i	-0.8	2.1	15
CCC(=O)N(CCC(c1ccco1)c1ccccc1OC)Cc1cccs1 (stereo not drawn)	5	nt	2	-1	-1	2	i	0.5	0.2	19
CN1CCN(c2nc3c(c(=O)[nH]c(=O)n3C)n2CCSc2nnnn2-c2ccccc2)CC1	12	0.7	-2	-14	-30	27	-0.1	-46	-2.6	0

Further entries follow.
SMILES	CCHF vOTU inh	TcdB GH inh	3CLpro inhibitor	SSB-PriA inh	Anthrax LF inh2	VHR inh abs	BH1578 lux ind	BoNT-A LC inh2	PfHsp40 yeast	Yp Topo-I inh
Cc1nc(SCC(=O)Nc2ccc(F)cc2)c2oc3ccccc3c2n1	-1	nt	-9	-15	0	16	i	0.4	0.2	0
CCOC(=O)N1CCC(N2CCCC(CO)(Cc3ccccc3C)C2)CC1 (stereo not drawn)	18	-7.7	-2	-15	4	8	i	4.4	0.4	6
C=C1c2ccccc2O[C@H](C(=O)OCC)[C@@H]1C1CCCCC1	5	1.3	nt	-26	-3	nt	3.1	0.5	0.6	26
COc1ccc(CSc2ccc(S(=O)(=O)N3CCCCC3)cn2)cc1F	0	1.4	nt	-1	1	nt	i	0.9	-1.0	-2
CC1(C)N=C(SCC(=O)Nc2ccccc2)C(c2ccc(Cl)cc2)=N1	-8	nt	-2	-17	0	0	-0.3	-1.0	6.5	-3
Cc1ccc(NS(=O)(=O)c2ccc(-c3ccc(=O)[nH]n3)o2)c(C)c1	-1	0.8	-2	2	-2	7	0.2	0.0	-0.4	3
CCOc1cc(CO)cc(Br)c1OCC(N)=O	-1	0.5	-6	-14	-2	29	-2.2	0.2	-0.5	5
COc1ccccc1Cc1c(C(C)(C)C)nc2cc(C)c(Br)c(C)n12	-3	0.8	nt	nt	5	nt	nt	1.0	nt	nt
O=C(CN1CCCCC1)Nc1ccccc1NC(=O)CN1CCCCC1	-1	nt	0	1	5	-12	-0.5	-0.3	-0.4	12
Cc1cc(NCCOCCO)n2ncc(-c3ccc(Cl)cc3)c2n1	12	nt	-4	-32	-2	8	-0.4	1.3	2.4	0
Cc1ncoc1C(=O)N1CCCC(C(=O)c2cccc(C(F)(F)F)c2)C1 (stereo not drawn)	13	0.4	1	-2	-12	19	i	-0.4	-1.0	5
COC(=O)c1nc(N)sc1-c1ccccc1	8	nt	2	0	6	-16	-0.8	0.0	-0.7	4
CC(=O)Nc1ccc(S(=O)(=O)N2CCC(C(=O)NCCC(=O)Nc3nccs3)CC2)cc1	-5	1.3	-2	7	-1	1	i	-0.5	-0.7	0
CCN(CCCNC(=O)Cn1ncc2c([nH]c3ccc(C)cc32)c1=O)c1cccc(C)c1	nt	nt	4	-15	1	13	0.9	0.1	0.9	-8
Cc1cc(C)c2c(CN3CCN(C/C=C/c4ccccc4)CC3)cc(=O)oc2c1	16	nt	0	11	-6	15	i	0.0	-0.6	17
Cc1ccc(NC(=O)Cc2ccc(Cl)cc2)nc1	-10	-1.8	nt	-9	47*	nt	0.2	3.4	1.2	4
c1cnc(N2CCN(c3ccc4ccccc4n3)CC2)nc1	9	-0.4	7	-3	-4	-12	-0.5	-0.5	-0.7	8
CCN1CCN(Cc2cc(Br)ccc2O)CC1	4	nt	1	-8	3	9	i	-0.3	-1.4	-5
Cc1cccc(-c2noc(CN(C(=O)c3c(-c4ccccc4Cl)noc3C)C(C)C)n2)c1	-4	1.3	4	-8	-10	-8	-0.4	-0.8	9.2	18
O=C(CN1CCCCCCC1)Nc1cc(Cl)cc(Cl)c1	22	-1.6	5	-20	-5	17	-0.4	-1.2	-2.1	-3
COc1ccc(C(=O)N(C)Cc2ccccc2F)cc1S(=O)(=O)N1CCCC1	-11	0.2	nt	-6	-3	nt	i	-1.3	0.6	10
O=C(NCc1ccncc1)[C@@H]1CCCN1C(=O)[C@H]1CCCN1C(=O)c1ccccc1	4	0.1	nt	nt	-7	nt	nt	-0.5	nt	nt
Cc1[nH]nc2c1C(c1ccccn1)N(c1ccc(Br)cc1)C2=O (stereo not drawn)	2	nt	2	-12	-7	22	i	1.9	1.7	-3
Cc1cccc(NC(=O)COC(=O)CCc2c[nH]c3ccccc23)c1C	-7	-0.1	nt	-3	0	nt	i	0.4	-0.5	9
CC(=NCc1ccco1)c1c(O)n(-c2ccccc2)c(=O)[nH]c1=O	-1	nt	-3	1	-2	31	-0.4	0.2	-0.9	5
Cc1c(C(=O)N2CCN(c3ccc(F)cc3)CC2)oc2c1C(=O)CCC2	11	-0.1	2	-8	0	-37	-0.7	-1.1	-1.2	5
CCc1ccccc1OCCCCCNCCO	-4	nt	-8	-2	-2	20	i	-0.3	0.1	7
COc1ccc(C(=O)NCCc2nnc(SCC(=O)Nc3ccc(Br)cc3)n2C)cc1	12	nt	3	-2	1	-2	i	0.2	0.0	2
CC(=O)C(Cc1ccccc1)NC(=O)COC(=O)CCN1C(=O)C2CC=CCC2C1=O (stereo not drawn)	-1	2.0	nt	0	-2	nt	i	-2.1	-0.8	1
O=S(=O)(NCCc1cn2ccccc2n1)c1ccc2c(c1)CCCC2	10	1.4	0	-6	-1	4	-0.2	1.2	-2.3	15
CN(C)c1ccc(C=O)c(Oc2ccccc2)c1	4	0.5	nt	nt	0	nt	i	0.2	nt	-2
Fc1ccccc1CCNCc1cccc2ccccc12	-14	nt	1	-3	-2	8	-0.4	-0.5	1.4	1
Cc1c(C(=O)NC(C)c2ccc(-n3ccnc3)cc2)cccc1[N+](=O)[O-] (stereo not drawn)	-7	0.5	0	-8	-2	10	-1.7	-1.3	0.0	0
O=c1[nH]c(N/N=C\c2ccc3c(c2)OCO3)nc2ccccc12	-25	0.7	-4	nt	-3	-8	-0.3	0.2	1.6	-3
Cc1cccc(CS(=O)(=O)c2ncc(CO)n2C)c1	7	0.9	1	-2	-22	34	-1.4	1.0	-0.7	7
Cc1ccc(-n2nc3c(c2NC(=O)C2CC2)CS(=O)(=O)C3)cc1C	1	1.2	3	-7	-3	19	-7.9	5.9	0.1	5
Cc1[nH]c2ccccc2c1C(=O)C(=O)NCc1ccco1	2	-0.8	3	-3	0	-8	i	0.1	1.1	6
O=C(CSc1ncccn1)NCc1ccc(F)cc1	14	nt	1	-5	-1	8	-0.4	-1.5	0.7	-3
